# OX1R antag-1: OX1R (human) antagonism; O43613; OX1R-expressing cells, FRET antagonist read-out; inhibition, % at 6.6 µM; actives 1.8% (n = 330,000); AID 485270; in the data active = inhibition mostly above about 38%, no sharp cut-off; inactive = mostly below about 40%;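 note: 0% = agonist challenge alone and 100% = reference antagonist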
# Target sequence (O43613 whole entry, looked up): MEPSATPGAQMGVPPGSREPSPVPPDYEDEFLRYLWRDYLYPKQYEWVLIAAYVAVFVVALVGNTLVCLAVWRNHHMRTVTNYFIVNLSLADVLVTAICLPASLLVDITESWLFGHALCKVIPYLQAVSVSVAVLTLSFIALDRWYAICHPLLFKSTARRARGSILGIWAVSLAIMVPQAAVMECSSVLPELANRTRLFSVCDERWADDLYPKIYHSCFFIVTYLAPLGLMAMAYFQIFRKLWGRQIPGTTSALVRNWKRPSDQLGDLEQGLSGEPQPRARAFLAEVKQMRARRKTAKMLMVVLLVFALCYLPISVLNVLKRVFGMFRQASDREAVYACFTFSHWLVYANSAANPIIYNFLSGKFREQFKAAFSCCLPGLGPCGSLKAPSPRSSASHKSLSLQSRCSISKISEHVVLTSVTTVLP
# OX1R antag-2: antagonists of human orexin 1 receptor; inhibition, % at 5 µM; AID 434989; CHO/OX1R cells, Fluo-8 calcium fluorescence, orexin A; actives 0.43% (n = 330,000);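 active = inhibition above its plate's threshold, mean inhibition of all tested compounds on the plate plus 3 SD, cut at about 37% in these data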;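 note: 0% = orexin A challenge wells and 100% = SB-334867-A antagonist wells; not every result past the cut was called active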
# * hit, by the source's call.
OX1R antag-1	OX1R antag-2	smiles
62*	-33	CCC1Oc2ccc(C)cc2N(CC(=O)NCCc2ccc(OC)c(OC)c2)C1=O (configuration not stated)
12	-38	COC(=O)c1ccc(NS(=O)(=O)c2ccc3c(c2)n(C)c(=O)n3C)cc1
10	-16	CC(NC(=O)Cn1nc(C(=O)O)c2ccccc2c1=O)c1ccccc1 (configuration not stated)
40	-24	Oc1c(CN2CCCCC2)cc(Br)c2cccnc12
26	-23	O=C(CSc1nccc(-c2cccs2)n1)Nc1ccc(F)c(Cl)c1
2	1	CC(Sc1nc2ccccc2[nH]1)C(=O)O (configuration not stated)
1	-13	Nc1ccc(-c2nnnn2-c2ccc(N)cc2)cc1
11	-25	COC(=O)C(C)NC(=O)CNS(=O)(=O)c1ccc(F)cc1 (configuration not stated)
16	1	Cc1nnc(SCC(=O)Nc2nonc2C)s1
-5	-9	COCCNC(=O)c1ccc2nc(Cc3ccc(OC)c(OC)c3)oc2c1
13	3	COc1ccccc1OCC(=O)N1CCN(C(=O)c2ccco2)CC1
-1	8	Cc1c(Br)cnn1C(C)C(=O)N1CCN(c2ccc(F)cc2)CC1 (configuration not stated)
17	-7	C/C=C/C(=O)N1c2ccc(C)cc2C(C)=CC1(C)C
10	-15	CCOC(=O)c1cnc(-n2nc(C)cc2C)nc1Oc1ccc(C(=O)OC)cc1
16	-9	CCn1c(CC(=O)Nc2ccc(Cl)c(Cl)c2)nnc1SCc1ccc(C)cc1
11	13	O=C(Nc1cccc([N+](=O)[O-])c1)c1ccc2snnc2c1
9	-15	O=C(O)c1ccccc1NS(=O)(=O)c1ccc(NN=Cc2ccccc2F)c([N+](=O)[O-])c1
8	9	CS(=O)(=O)Nc1ccc(-c2cn3c(n2)SCC3)cc1
20	-16	CC(C)CCn1c(SCC(=O)NC2CCS(=O)(=O)C2)nc2cc(Cl)ccc2c1=O (configuration not stated)
21	-3	CCC(C(=O)Nc1nc(C)c(C)s1)c1ccccc1 (configuration not stated)
21	-16	O=C(Nc1nnc(C2=COCCO2)o1)c1cccc(F)c1
5	1	CS(=O)(=O)N1CCC(C(=O)NCc2ccc(F)cc2Cl)CC1
7	-36	O=C(Nc1cc(S(=O)(=O)Nc2ccc(Cl)cc2)ccc1N1CCCCC1)c1ccc(F)cc1
-2	-25	COc1ccccc1N1CCN(C(CNS(=O)(=O)c2ccccc2)c2cccnc2)CC1 (configuration not stated)
19	-30	CC(=O)N/C(=C\c1ccccc1)C(=O)OCC(=O)NC(C)C12CC3CC(CC(C3)C1)C2 (configuration not stated)
28	-19	Cc1nc(Sc2ccccc2)c(C#N)cc1-c1ccccc1
17	-3	O=C(c1ccccc1)N1CCN(C(=O)c2nn3c(C(F)(F)F)cc(-c4ccco4)nc3c2Br)CC1
18	-12	CN(C)S(=O)(=O)c1ccc(N2CCCC2=O)c([N+](=O)[O-])c1
-10	-4	COc1ccc(CC(NC(C)=O)C(=O)N2CCN(C(=O)Nc3cccc(Cl)c3)CC2)cc1OC (configuration not stated)
1	-20	Cc1ccc(-n2c(-c3ccccc3)c[nH]c2=S)cc1
9	-33	Cc1cccc(C)c1NC(=O)COC(=O)CN1C(=O)C2CCCCC2C1=O (configuration not stated)
22	-1	Cc1cc([N+](=O)[O-])ccc1NC(=O)c1sc2ncn(CC(=O)N3CCOCC3)c(=O)c2c1C
6	-7	COc1cccc(OC)c1C(=O)Nc1ccc2nc(C)c(C)nc2c1
13	-16	COCCNC(=O)C(C)OC(=O)c1cc2sccc2n1C (configuration not stated)
1	-21	S=C1NCN(Cc2ccccc2)CN1C1CCCCC1
42	-11	O=C(COC(=O)CCCOc1ccccc1)NNC(=O)c1ccc([N+](=O)[O-])cc1
13	-23	O=C(c1cc2ccccc2oc1=O)N1CCN(Cc2ccc3c(c2)OCO3)CC1
11	-3	CC1(C)Cc2nc3oc4c(NCc5ccccc5)ncnc4c3cc2CO1
0	-11	CCOC(=O)N1CCN=C1SCc1ccc(C(F)(F)F)cc1
22	3	CC1CN(C(=O)Nc2cccc(C(F)(F)F)c2)CC(C)O1 (configuration not stated)
12	-1	Cc1ccc(OCC(=O)N2CCC(C)CC2)c([N+](=O)[O-])n1
29	-6	O=C1CN(c2nc3ccccc3n3cnnc23)CC(=O)N1CCc1ccccc1
13	-1	CCn1c(=S)[nH]c2sc3c(c2c1=O)CCCC3
22	1	Cc1ccc(S(=O)(=O)N2CCN(C(=O)COC(=O)CCOc3cc(C)ccc3C)CC2)cc1
4	-30	CCN(CC)CCOc1nnc(-c2ccc(C)cc2)c2ccccc12
14	7	O=Cc1cn(-c2ccccc2)nc1-c1ccc(F)cc1
20	-1	CC(C)c1ccc(C2C(C#N)=C(N)Oc3c2oc(CO)cc3=O)cc1 (configuration not stated)
45	-17	Cc1c(O)ccc(/C=N/Nc2nc(-c3cccnc3)nc3ccccc23)c1O
32	-1	Nc1nnnn1/N=C/c1cc([N+](=O)[O-])ccc1O
7	-20	COc1cc(CCC(=O)Nc2cnc3ccccc3c2)cc(OC)c1OC
3	-17	C=CCOc1cccc(C2C(C(=O)c3ccc(C)o3)=C(O)C(=O)N2Cc2ccncc2)c1 (configuration not stated)
11	14	Cc1ccccc1NC(=S)NNC(=O)c1ccncc1
14	-26	Cc1cc2cc(CN(Cc3cccs3)C(=S)NCC3CCCO3)c(=O)[nH]c2cc1C (configuration not stated)
9	-8	O=S1(=O)CCN2C=Nc3sc4c(c3C2=N1)CCCC4
1	-8	COC(=O)C1C(c2ccccc2)NC(=O)NC1(O)C(F)(F)Cl (configuration not stated)
9	-13	COc1ccc(C(=O)C2CCN(C(=O)c3ccco3)CC2)cc1
6	-6	Cc1cccc(OCCC(=O)OCc2csc(CC(=O)Nc3ccccc3C)n2)c1
12	-13	Cc1ccc(-c2nc(-c3ccncc3)no2)cc1Cl
22	-13	Cc1nc2ccccc2nc1OCC(=O)NCC(F)(F)F
14	-14	CCOC(=O)Cn1cc(C(=O)C2CC2)c2ccccc21

# Carrying on.
OX1R antag-1	OX1R antag-2	smiles
-1	-14	O=C(CC1CCCCC1)N1CCN(c2ccccn2)CC1
17	-11	O=C(NCCCCc1ccccc1)Nc1ccc(F)cc1
27	-12	CCOc1ccc(N2C(=O)CN(c3cccc4ccccc34)C2=S)cc1
32	-32	COc1cnn(-c2cc(Oc3ccc(C)cc3)ncn2)c(=O)c1Cl
1	-7	CN(CC(=O)O)S(=O)(=O)c1cccs1
13	-34	O=C(CCCCCNC(=O)N1CCn2c1nc1ccccc12)NCCc1ccccc1
27	-30	Cc1ccc(Nc2ccc(C(=O)NC3CCCCC3)cn2)cc1
12	-8	N#CCc1ccc(Oc2ncc(C(F)(F)F)cc2Cl)cc1
5	-8	Cc1ccc(-c2n[nH]c(=S)n2/N=C/c2ccc(C(=O)O)cc2)cc1
9	-8	Cn1nnc(NC(=O)c2ccccc2F)n1
13	-11	NS(=O)(=O)c1ccc(CCNC(=O)c2ccc3nc4ccc(Cl)cc4c(=O)n3c2)cc1
2	-13	Cc1noc(C)c1C(=O)Nc1cccnc1
12	1	CCOC(=O)c1cc(-c2ccccc2)sc1NC(=O)COC(=O)c1ccc(Cl)c(S(N)(=O)=O)c1
20	-9	O=C(COC(=O)c1ccccc1O)Nc1ccc(OC(F)F)cc1
12	-25	CC(=O)CCc1c(C)c2cc(C)ccc2[nH]c1=O
20	-16	Cc1ccccc1OCC(=O)N/N=C/c1cc2ccccc2nc1Cl
8	-16	CCOC(=O)C1=C(C)N=C(SC)N(C)C1c1ccccc1 (configuration not stated)
1	-14	O=C(c1cc(-c2ccco2)nc2ccccc12)N1CCCC(C(F)(F)F)C1 (configuration not stated)
21	-1	Cc1cccc(C(=O)NCCCn2ccnc2)c1C
4	-28	COc1ccc(CCNC(=O)CN(c2ccc(OC)c(OC)c2)S(C)(=O)=O)cc1
24	-11	COC(=O)c1nn(-c2cccc(C)c2)c2nnc(Cc3ccccc3)c(=O)n12
8	-13	Cc1ccc(C2C(C#N)=C(N)N(N(C)C)C3=C2C(=O)CCC3)cc1 (configuration not stated)
13	-16	CC(NC(=O)CCNS(=O)(=O)c1ccc2c(c1)c(=O)n(C)c(=O)n2C)c1ccccc1 (configuration not stated)
57	-10	O=C(N/N=C/C(Cl)=C/c1ccccc1)c1ccncc1
9	-5	CCOC(=O)CSc1nc2cc(C(=O)NCc3ccco3)ccc2c(=O)n1-c1ccc(F)cc1
7	-31	CCn1c(CC(C)C)n[nH]c1=S
19	-8	O=C(Nc1cccc(C(F)(F)F)c1)C(Sc1ncnc2ccccc12)c1ccccc1 (configuration not stated)
10	-18	COc1ccc(N2CC(C(=O)NCCC3=CCCCC3)CC2=O)c(OC)c1 (configuration not stated)
12	-3	COc1ccc(/C=N/NC(=O)c2c(Br)cnn2C)c2ccccc12
30	-1	c1ccc(C2=NOC(c3nnc(-c4ccccc4)o3)C2)cc1 (configuration not stated)
17	-4	COc1ccc(/C=C/C(=O)Nc2cc(S(=O)(=O)N3CCOCC3)ccc2N2CCCC2)cc1OC
6	-7	CCCc1cc(=O)oc2cc(OCc3nn[nH]n3)ccc12
10	-10	COc1nc(-c2ccccc2)c2cc(C)ccc2n1
12	1	NS(=O)(=O)c1ccc(NC(=O)CN2CCN(Cc3ccccc3)CC2)cc1
19	-27	COc1ccc(CC(=O)N2CCCc3ccccc32)cc1
57*	7	C=CCSc1nnc2c(n1)-c1cccc3cccc-2c13
11	-2	Cc1nn(Cc2ccc(C(=O)Nc3ccccc3F)cc2)c(C)c1Cl
6	-15	CCOC(=O)C1CCN(CCCSc2ccc(C)cc2)CC1
27	-24	COc1ccc(C(=O)NN2C(=O)C3C4C=CC(O4)C3C2=O)cc1 (configuration not stated)
4	-11	O=C(Nn1cnc2ccccc2c1=O)c1ccccc1Cl
51	3	O=C(Cc1cc(=O)[nH][nH]1)N/N=C/c1ccccc1[N+](=O)[O-]
4	-17	COc1ccc(-c2oc(=O)c3cc(OC)c(OC)cc3c2/C=C/c2ccc([N+](=O)[O-])cc2)cc1
15	-14	CCC(C)[C@H](NC(=O)Nc1ccc(Oc2ccccc2)cc1)C(=O)O (some centres not stated)
19	-17	CC(C)c1nc2c(c(=O)c3ccccc3n2C)c(=O)n1CCc1ccccc1
24	-26	CCCn1c(=N)n(CC(=O)C(C)(C)C)c2ccccc21
8	2	O=C(Nc1ccc2c(c1)OCCO2)c1cccs1
24	3	COc1ccc(Cl)cc1N(CC(=O)Nc1ccccc1SC)S(C)(=O)=O
18	2	Cn1nc(C(=O)Nc2nc3ccccc3[nH]2)ccc1=O
28	6	O=[N+]([O-])c1cc(CN2CCC(O)CC2)ccc1Cl
10	-34	Cc1cccc(N2CCN(C(=O)c3cccc(S(=O)(=O)N4CCCCC4)c3)CC2)c1C
5	-18	Cc1cc(OCC(=O)O/N=C(\N)c2ccccc2)cc(C)c1Cl
22	-11	COc1cccc(CNc2ccc(F)c([N+](=O)[O-])c2)c1O
9	-18	Cc1nc2cncc(Br)c2n1C
25	-18	CCCNC(=O)C1(CC2CC(c3ccccc3)=NO2)CCN(C(=O)C2(C)CC2)CC1 (configuration not stated)
1	-15	O=C1C2C3C=CC(C2C(=O)N1C1CCCCC1)C1C2C(=O)N(C4CCCCC4)C(=O)C2C31 (configuration not stated)
4	-13	Cc1ccnc(NC2c3ccccc3C(=O)N2Cc2ccccc2Cl)c1 (configuration not stated)
6	-4	COC(=O)c1ccc(N2CCN(C)CC2)c(NC(=O)c2cc3ccccc3o2)c1
0	-8	O=C(Nc1cccc(Cl)c1)c1ccc(NC2=NC3CS(=O)(=O)CC3S2)cc1 (configuration not stated)
8	-20	Cn1c(=O)cc(OCCCC(=O)NCCC2=CCCCC2)c2ccccc21
10	-8	CCCN(CC1CC1)C(=O)CSc1nnc(-c2ccco2)n1N

# Later entries
OX1R antag-1	OX1R antag-2	smiles
12	-22	COCCNc1oc(/C=C/c2ccccc2)nc1C#N
24	-33	Clc1ccc(-c2nnc(SCc3cn4ccsc4n3)n2CC2CCCO2)cc1 (configuration not stated)
5	3	COc1ccc(-c2noc(CCCC(=O)O)n2)cc1
35	10	Cc1cccc(NS(=O)(=O)c2nnc(NC(=O)c3ccccc3F)s2)c1
49*	-27	Cc1cc(SCC(=O)N2CCC(c3noc4ccc(F)cc34)CC2)nc2ccccc12
20	-29	CC12CCC(O)CC1=CCC1C2CCC2(C)C1CCC21CCC(=O)O1 (configuration not stated)

# High-throughput results: PubChem BioAssay, The Scripps Research Institute Molecular Screening Center
